Source: PubChem
U2OS ROS induce: ROS inducers in U2OS cancer cells, primary screen, cell-based, H2DCF-DA fluorescence; U2OS ROS induction; ROS induction (% of piperlongumine), % at 10 µM; 46,000 tested, 2% active; AID 624156, 2012; in the data active = ROS induction above about 79%, passing the limit was not always enough; inconclusive = no clear call, values can overlap the other calls;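 also: 0% = DMSO vehicle median and 100% = reference compound median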
An asterisk follows results filed as active; ? = inconclusive. The list is partial; the hit share may differ from the screen's.

SMILES	U2OS ROS induce
C[C@@H]1CCCCO[C@@H](CN(C)C(=O)Nc2ccccc2)[C@@H](C)CN([C@H](C)CO)C(=O)c2cc(NC(=O)Cc3ccccc3)ccc2O1	3
COc1ccc(/C=N/NC(=O)CCCCCCC(=O)Nc2ccccc2O)c(O)c1	61
O=C(CSc1nnc(COc2ccccc2)o1)NCc1ccccc1	5
Cc1cccc(CN2C(=O)/C(=C\c3ccc(C(=O)N4CCCC4)cc3)Oc3ccccc32)c1	14
COc1ccc(C)cc1S(=O)(=O)N(C)CC(=O)Nc1cccc(SC)c1	-4
Cc1ccc(S(=O)(=O)N(C)C[C@H]2Oc3ccc(NC(=O)Nc4ccc5c(c4)OCO5)cc3CC(=O)N([C@H](C)CO)C[C@H]2C)cc1	7
COc1ccc(OC)c(S(=O)(=O)N(C)c2ccccc2C(=O)O)c1	-10
O=C1Nc2ccccc2-c2nc3ccccc3c(=O)n2-c2c(O)cccc21	26
COc1ccccc1NC(=O)CSCC#N	2
C[C@H](CO)N1C[C@H](C)[C@H](CN(C)C(=O)NC2CCCCC2)Oc2c(NC(=O)Nc3ccc(F)cc3)cccc2C1=O	15
O=C(c1ccc(O)cc1)N1Cc2ccccc2NC1=S	11
Cc1noc(C)c1S(=O)(=O)Nc1ccc2c(c1)CC(=O)N([C@@H](C)CO)C[C@H](C)[C@H](CN(C)S(=O)(=O)c1cccs1)O2	8
Cc1nc(-c2ccccc2)nc(SCC(=O)O)c1Cc1ccccc1	12
O=C(c1ccc(Cl)cc1)n1c(=O)oc2cc(Cl)ccc21	15
C[C@@H]1CN([C@@H](C)CO)C(=O)Cc2cc(NC(=O)NC3CCCCC3)ccc2O[C@@H]1CN(C)Cc1ccncc1	-2
COc1ccc(CN(C)C[C@H]2Oc3c(NC(=O)c4nc5ccccc5s4)cccc3C(=O)N([C@H](C)CO)C[C@@H]2C)cc1	41
COc1ccc(S(=O)(=O)N(C)C[C@@H]2Oc3ccc(NC(=O)Cc4cn(C)c5ccccc45)cc3C(=O)N([C@@H](C)CO)C[C@@H]2C)cc1	19
C[C@H](CO)N1C[C@H](C)[C@H](CN(C)C(=O)Nc2cccc3ccccc23)Oc2c(NS(=O)(=O)c3ccc(Cl)cc3)cccc2C1=O	-1
C[C@H](CO)N1C[C@H](C)[C@H](CN(C)CC2CCCCC2)Oc2ccc(NS(C)(=O)=O)cc2C1=O	-2
Cc1ccc(NC(NC(=O)c2cccs2)C(=O)c2ccccc2)cc1 (centres undefined)	38
C[C@@H]1CN([C@@H](C)CO)C(=O)c2cccc(NS(=O)(=O)c3ccc(F)cc3)c2O[C@H]1CN(C)C(=O)Nc1ccc(F)cc1	-8
Cc1ccc(S(=O)(=O)N(C)C[C@@H]2Oc3ccc(NC(=O)CCC(F)(F)F)cc3C(=O)N([C@H](C)CO)C[C@@H]2C)cc1	-11
COC(=O)CCCCCCC(=O)N/N=C/c1cc2c(cc1Br)OCO2	-7
C[C@H](CO)N1C[C@H](C)[C@H](CN(C)S(=O)(=O)c2ccc(F)cc2)Oc2ccc(NC(=O)Nc3cccc4ccccc34)cc2C1=O	28
O=C(Cn1cnc2c(oc3ccccc32)c1=O)Nc1ccccc1F	3
C[C@H](CO)N1C[C@H](C)[C@H](CN(C)S(C)(=O)=O)Oc2ccc(NC(=O)c3ccncc3)cc2CC1=O	-5
C[C@@H]1CN([C@H](C)CO)C(=O)c2cc(NC(=O)C3CC3)ccc2O[C@H]1CN(C)Cc1ccc(C(=O)Nc2ccccc2N)cc1	-5
CC(C)NC(=O)Nc1ccc2c(c1)C(=O)N([C@@H](C)CO)C[C@H](C)[C@@H](CN(C)Cc1ccc3c(c1)OCO3)O2	1
CC1CCC2C(C(=O)O)=COC(O[C@@H]3O[C@H](CO)[C@@H](O)[C@H](O)[C@H]3O)C12 (some centres undefined)	-2
C[C@H]1CN([C@@H](C)CO)C(=O)c2cccc(NC(=O)c3ccncc3)c2O[C@H]1CN(C)Cc1ccc(C(F)(F)F)cc1	40

An excerpt of these results, as labelled records:
> COc1ccc(/C=N/NC(=O)CCCCCCC(=O)Nc2ccccc2O)c(O)c1
  U2OS ROS induce: 61
> O=C(CSc1nnc(COc2ccccc2)o1)NCc1ccccc1
  U2OS ROS induce: 5

(further entries)
SMILES	U2OS ROS induce
C[C@@H]1CN([C@@H](C)CO)C(=O)c2cc(NC(=O)NC3CCCCC3)ccc2O[C@@H]1CN(C)CC1CCCCC1	16
Cc1noc(C)c1NC(=O)Nc1cccc2c1O[C@H](CN(C)S(=O)(=O)c1cccs1)[C@@H](C)CN([C@H](C)CO)C2=O	-4
C[C@@H]1CN([C@H](C)CO)C(=O)Cc2cc(NC(=O)Nc3ccc(C(F)(F)F)cc3)ccc2O[C@@H]1CN(C)Cc1ccccc1	-3
C[C@H]1CN([C@@H](C)CO)C(=O)CCCn2nncc2CO[C@H]1CN(C)CC1CCCCC1	34
O=C(CSc1nc2ccccc2o1)NCC12CC3CC(CC(C3)C1)C2	-2
CCOC(=O)N1CCN(c2cc(C(F)(F)F)nc3c(Cl)cccc23)CC1	?
C[C@H](CO)N1C[C@H](C)[C@H](CN(C)C(=O)Nc2ccc3c(c2)OCO3)Oc2c(NC(=O)C3CC3)cccc2C1=O	-5
O=C(NCCN1CCOCC1)[C@]1(CCS(=O)(=O)c2ccccc2)N=C(c2ccc(OCCCO)cc2)O[C@@H]1c1ccccc1	17
CC(C)NC(=O)Nc1ccc2c(c1)CC(=O)N([C@H](C)CO)C[C@H](C)[C@H](CN(C)Cc1ccc(Cl)c(Cl)c1)O2	5
COc1ccc(S(=O)(=O)Nc2cccc3c2O[C@@H](CN(C)C)[C@@H](C)CN([C@@H](C)CO)C3=O)cc1	-3
COC(=O)c1ccc(-c2ccco2)n1CC(=O)NC(C)C	-5
Cc1ccc(NC(=O)CSc2nnnn2C2CC3CCC2C3)cc1 (centres undefined)	3
CCCOc1ccc(-c2nc(SCC(=O)O)n[nH]2)cc1	-3
Nc1ccc(-n2cnnn2)cc1	-13
CCN(CC)CCCn1c(-c2ccccc2)cn2c3ccccc3nc12	52
C[C@@H]1CCCCO[C@H](CN(C)Cc2ccc(Cl)c(Cl)c2)[C@@H](C)CN([C@H](C)CO)C(=O)c2cc(NC(=O)CCC(F)(F)F)ccc2O1	22
CC(C)c1ccc(NS(=O)(=O)c2ccc(N3C(=O)CCC3=O)cc2)cc1	-5
Cc1ccc(S(=O)(=O)N(C)C[C@H]2Oc3ccc(NS(=O)(=O)c4ccc(F)cc4)cc3CC(=O)N([C@@H](C)CO)C[C@H]2C)cc1	13
C[C@H]1CN([C@@H](C)CO)C(=O)c2cc(N(C)C)ccc2O[C@H]1CN(C)S(=O)(=O)c1cn(C)cn1	7
O=C(O)CCCCCCC(=O)N/N=C/c1cc(O)ccc1Br	10
COc1cc(O)c2c(=O)cc(-c3cc(OC)c(OC)c(O)c3OC)oc2c1	61
COc1cccc(CNC(=O)c2cnn3c(C)c(Cc4c(C)cc(C)cc4C)c(C)nc23)c1	142*
COc1ccc(CN(C)C[C@H]2Oc3ccc(NC(=O)Cc4ccccc4)cc3C(=O)N([C@@H](C)CO)C[C@@H]2C)cc1	55
C[C@H](CO)N1C[C@H](C)[C@H](CN(C)Cc2ccc(-c3ccccc3)cc2)Oc2c(NC(=O)c3ccncc3)cccc2C1=O	63
C[C@H]1C[C@@H]2[C@H]([C@@H](O)C[C@@]3(C)[C@H]2CC[C@]3(O)C(=O)CO)[C@@]2(C)C=CC(=O)C=C12	7
C[C@@H]1CN([C@@H](C)CO)C(=O)c2cccc(NS(C)(=O)=O)c2O[C@@H]1CN(C)S(=O)(=O)c1ccccc1	-4
O=C(N/N=C/c1ccc(F)c(Oc2ccccc2)c1)c1ccccn1	2
COc1ccc(NC(=O)N(C)C[C@@H]2Oc3ccc(NC(=O)Nc4cccc5ccccc45)cc3C(=O)N([C@H](C)CO)C[C@H]2C)cc1	-2
C/C=C/C(=O)NCC1OCCc2ccccc21 (centres undefined)	-16
COc1ccc(NC(=O)Nc2ccc3c(c2)CC(=O)N([C@H](C)CO)C[C@@H](C)[C@@H](CN(C)C)O3)cc1	-2
CNC[C@@H]1Oc2ccc(NC(=O)Nc3ccccc3)cc2CC(=O)N([C@@H](C)CO)C[C@@H]1C	10
CC1(C)O[C@H]2CC(=O)OC[C@@]23[C@H]1CC(=O)[C@@]1(C)C2=CC(=O)O[C@@H](c4ccoc4)[C@]2(C)CC[C@@H]13	0
COc1c(C)cc(S(=O)(=O)NCc2ccccn2)c(C)c1C	-12
C[C@@H]1CN([C@H](C)CO)C(=O)c2cc(N(C)C)ccc2O[C@H]1CN(C)C(=O)Nc1ccccc1	-12
CN(C/C=C/c1ccccc1[N+](=O)[O-])CCc1ccccn1	0
CC(C)OCCCNc1ncnc(N)c1[N+](=O)[O-]	-6
[N-]=[N+]=Nc1ccccc1C[C@@]1(C(=O)NCCN2CCOCC2)N=C(c2ccc(OCCCO)cc2)O[C@@H]1c1ccccc1	4
OC(CNCc1ccc2c(c1)OCO2)COc1ccc(-c2csnn2)cc1 (centres undefined)	14
COc1ccc(C(=O)NC(c2ccc(OC)c(OC)c2)c2cc(Cl)c3cccnc3c2O)cc1 (centres undefined)	-2
O=C1O[C@@H](c2ccccc2)[C@@H](c2ccccc2)N2[C@@H](c3ccc(O)cc3)[C@]3(C(=O)Nc4ccc(C#CC5=CCCCC5)cc43)[C@@H](C(=O)O)[C@H]12	6
C[C@H](CO)N1C[C@H](C)[C@@H](CN(C)S(=O)(=O)c2ccc(Cl)cc2)Oc2c(NC(=O)Nc3ccc4c(c3)OCO4)cccc2C1=O	12
CC(C)(C)Nc1nc(SCC(=O)Nc2ccccc2Cl)nc(N2CCOCC2)n1	14
O=C(CC1(O)C(=O)N(Cc2ccccc2)c2ccccc21)c1cc2ccccc2oc1=O (centres undefined)	-10
Cc1ccccc1NS(=O)(=O)c1ccc2[nH]cc(C(=O)N3CCc4ccccc43)c(=O)c2c1	-1
O=C(NC(Cc1ccccc1)C(=O)OCc1cnc(-c2ccccc2)o1)c1ccccc1 (centres undefined)	4
C[C@@H]1CCCCO[C@@H](CN(C)Cc2ccc3c(c2)OCO3)[C@@H](C)CN([C@H](C)CO)C(=O)c2cc(NC(=O)Nc3ccc(F)cc3)ccc2O1	38
C=CC[C@@]1(C(=O)N(C)C)N=C(c2ccc(OCCCO)cc2)O[C@@H]1c1ccccc1	15
O=C(CSc1cn(Cc2ccccc2Cl)c2ccccc12)N1CCCC1	-4
CCC(=O)c1ccc(N2CCN(C(=O)c3ccco3)CC2)c(F)c1	12
COc1ccc(N(C(C)C(=O)Nc2ccc(Cl)cc2C)S(C)(=O)=O)cc1 (centres undefined)	-2
C[C@@H]1CN([C@@H](C)CO)C(=O)c2cc(NC(=O)CCC(F)(F)F)ccc2O[C@@H]1CN(C)Cc1ccc(-c2ccccc2)cc1	18
CC(C)c1ccc2c(c1)CCC1C(C)(C(N)=O)CCCC21C (centres undefined)	5
C[C@@H]1CCCCO[C@@H](CN(C)C(=O)CCC(F)(F)F)[C@@H](C)CN([C@H](C)CO)C(=O)c2cc(NS(=O)(=O)c3ccc(F)cc3)ccc2O1	3
COc1ccc(S(=O)(=O)Nc2ccc3c(c2)CC(=O)N([C@H](C)CO)C[C@@H](C)[C@@H](CN(C)S(=O)(=O)c2cn(C)cn2)O3)cc1	-12
CS(=O)(=O)N(CC(=O)NC1CCCCC1)c1ccc(Cl)cc1Cl	1
C[C@H](CO)N1C[C@H](C)[C@@H](CN(C)C(=O)Nc2ccccc2)Oc2ccc(NC(=O)c3ccncc3)cc2C1=O	-1
O=C(c1ccc(C(F)(F)F)cc1)N1CCCCC1	22
COc1ccc(S(=O)(=O)N(C)C[C@@H]2Oc3c(NC(=O)C4CCOCC4)cccc3C(=O)N([C@@H](C)CO)C[C@H]2C)cc1	-10
C[C@@H]1CN([C@H](C)CO)C(=O)Cc2cc(NS(=O)(=O)c3ccc(F)cc3)ccc2O[C@H]1CN(C)Cc1ccc2c(c1)OCO2	129*
CCCCC/C=C\C/C=C\CCCCCCCC(=O)NCC(=O)O	-5
New compounds follow:
SMILES	U2OS ROS induce
O=C(NO)c1ccc(C(=O)N/N=C/c2nccs2)cc1	-13
COc1cc(NC(=O)C(Sc2nc(C)cc(C)c2C#N)c2ccccc2)c(OC)cc1Cl (centres undefined)	39
CC1NC(=O)C(C#N)=C(SCc2ccccc2)S1 (centres undefined)	93*
COc1cc([N+](=O)[O-])ccc1NC(=O)COc1ccc2ccccc2c1	19
COC(=O)CCCCCCC(=O)N/N=C/c1cc(Br)ccc1OC	-5
O=C(COc1ccc([N+](=O)[O-])cc1)Nc1cccc2cccnc12	33
CCC(C)Nc1nc(OC)nc(Oc2ccc(=O)[nH]n2)n1 (centres undefined)	-11
COc1ccc(NC(=O)Nc2cccc3c2O[C@@H](CN(C)CC2CC2)[C@H](C)CN([C@@H](C)CO)C3=O)cc1	1

An excerpt from above in order of molecular weight, smallest number first.
SMILES	U2OS ROS induce
CC1NC(=O)C(C#N)=C(SCc2ccccc2)S1 (centres undefined)	93*
O=C(NO)c1ccc(C(=O)N/N=C/c2nccs2)cc1	-13
CCC(C)Nc1nc(OC)nc(Oc2ccc(=O)[nH]n2)n1 (centres undefined)	-11
CCCCC/C=C\C/C=C\CCCCCCCC(=O)NCC(=O)O	-5
COc1cc([N+](=O)[O-])ccc1NC(=O)COc1ccc2ccccc2c1	19
COC(=O)CCCCCCC(=O)N/N=C/c1cc(Br)ccc1OC	-5
